FBA Mtb inh – Mtb fructose-bisphosphate aldolase inhibition; 360,000 compounds, 2.3% hits; AID 588726; P9WQA3; inhibition, % at 1 µM; purified M. tuberculosis FBA, fluorescence read-out; in the data active = inhibition above about 27%;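 also: 0% = vehicle and 100% = reference inhibitor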
Target sequence (P9WQA3 whole entry, looked up): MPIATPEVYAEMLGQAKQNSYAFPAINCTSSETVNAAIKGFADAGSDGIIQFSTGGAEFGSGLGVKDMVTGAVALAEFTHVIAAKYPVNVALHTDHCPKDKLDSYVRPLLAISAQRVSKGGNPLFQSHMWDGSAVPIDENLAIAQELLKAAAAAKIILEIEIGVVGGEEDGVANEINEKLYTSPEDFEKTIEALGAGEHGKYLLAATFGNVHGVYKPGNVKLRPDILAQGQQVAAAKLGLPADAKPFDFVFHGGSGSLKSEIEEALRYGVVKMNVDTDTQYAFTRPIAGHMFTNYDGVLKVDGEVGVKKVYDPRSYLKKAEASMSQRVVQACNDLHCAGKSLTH
PrPC surface inh – inhibitors of human cell surface prion protein PrPC | P04156 | TR-FRET read-out | inhibition, % at 13.8 µM | 370,000 compounds, 0.43% hits; in the data active = inhibition above about 24%; also: 0% = median of the test wells and 100% = reference compound wells
BioA inh – BioA (M. tuberculosis) enzyme inhibition. inhibition, % at 9.99 µM. AID 602481. 360,000 compounds, 0.096% hits. purified M. tuberculosis BioA enzyme, plate reader; in the data active = inhibition above about 40%; inconclusive = no clear call, values can overlap the other calls
GDH-TPI counter – GDH-TPI coupled enzyme inhibition counter-screen; GDH-TPI coupled enzyme counterscreen, NADH absorbance; inhibition, % at 4.8 µM; 360,000 compounds, 1.2% hits; AID 588335;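 also: 0% = DMSO wells and 100% = wells lacking the enzyme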
FadD28 FP inh – inhibitors of Mycobacterium tuberculosis FadD28 bisubstrate binding; inhibition, % at 12.5 µM; FadD28 bisubstrate probe binding, fluorescence polarization; AID 588549; 360,000 compounds, 0.22% hits; in the data active = inhibition above about 8.5%, passing the limit was not always enough; inconclusive = no clear call, values can overlap the other calls
BoNT-F LC inh – BoNT F light chain protease inhibition; Multiplex microsphere protease cleavage assay, flow cytometry; inhibition, % at 10 µM; 360,000 compounds, 0.22% hits; AID 588497; in the data active = inhibition above about 35%, passing the limit was not always enough; inconclusive = no clear call, values can overlap the other calls; also: plate controls were buffer without enzyme for full effect and enzyme alone for no effect
CCHFV vOTU inh – CCHFV vOTU protease inhibition; Pep-AMC fluorescence; inhibition, % at 11.5 µM; 370,000 compounds, 0.55% hits; AID 651958; also: 0% = vehicle wells with enzyme and 100% = no enzyme wells
UGM FP inh – Mtb UDP-galactopyranose mutase inhibition; purified UGM, fluorescence polarization probe displacement; 320,000 compounds, 0.06% hits; P9WIQ1; inhibition, % at 10 µM; in the data active = inhibition above about 10%, passing the limit was not always enough; inconclusive = no clear call, values can overlap the other calls
Target sequence (P9WIQ1 whole entry, looked up): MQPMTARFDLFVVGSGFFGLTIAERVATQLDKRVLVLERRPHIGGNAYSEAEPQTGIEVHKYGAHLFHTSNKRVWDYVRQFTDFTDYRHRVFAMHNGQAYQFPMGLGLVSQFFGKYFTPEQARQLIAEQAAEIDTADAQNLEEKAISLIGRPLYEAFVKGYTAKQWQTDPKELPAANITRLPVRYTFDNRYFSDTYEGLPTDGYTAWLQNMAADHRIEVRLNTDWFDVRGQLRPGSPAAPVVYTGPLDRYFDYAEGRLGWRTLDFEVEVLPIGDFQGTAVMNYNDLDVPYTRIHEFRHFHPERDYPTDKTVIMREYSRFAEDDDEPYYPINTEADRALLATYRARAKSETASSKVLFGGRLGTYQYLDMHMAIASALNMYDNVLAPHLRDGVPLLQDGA
BoNT-A LC inh2 – BoNT A light chain protease inhibition; multiplex microsphere protease substrate cleavage, flow cytometry; 360,000 compounds, 0.17% hits; inhibition, % at 10 µM; in the data active = inhibition above about 30%; inconclusive = no clear call, values can overlap the other calls; also: plate controls were buffer without enzyme for full effect and enzyme alone for no effect
Active calls of the source: *; ? = inconclusive; · = not tested or not shown. Rule as the data show it, unless noted: active = inhibition above about 30%; inactive = the rest.

Compound | FBA Mtb inh | PrPC surface inh | BioA inh | GDH-TPI counter | FadD28 FP inh | BoNT-F LC inh | CCHFV vOTU inh | UGM FP inh | BoNT-A LC inh2
O=C1C=C(N(CCO)CCO)C2(CCCCC2)O1 | 0 | -1 | -0.7 | 12 | -0.3 | -7 | -2 | -1.5 | ?
C/C(=N\N=C1\NC(=O)C(CC(=O)Nc2ccc(C)c(Cl)c2)S1)C(C)(C)C (configuration not stated) | -9 | -1 | · | 7 | -3.4 | -4 | 22 | -1.9 | 0.9
COc1ccccc1OCC(=O)Nc1ccccn1 | -5 | -5 | -1.3 | -3 | -2.9 | 2 | -1 | -2.4 | 0.8
Cc1cc(C)n(C(=O)Cn2nc(C)c(Br)c2C)n1 | 1 | 0 | 0.4 | -12 | -4.3 | ? | -5 | 0.7 | -2.8
O=C(CSc1nncn1-c1cccnc1)N1CCOCC1 | -2 | 3 | · | -1 | ? | -2 | -11 | -2.5 | -0.7
O=C(O)C1=NOC(CNc2ncc(C(F)(F)F)cc2Cl)C1 (configuration not stated) | -1 | -3 | · | -2 | -3.0 | -4 | -15 | -1.3 | -0.4
COc1cc2c(cc1OC)C(=O)CC(C)S2 (configuration not stated) | 18 | -3 | 1.2 | 20 | 0.2 | 2 | -23 | 2.5 | 0.2
CN1C(=O)C(=O)/C(=C(/O)c2ccc(Br)cc2)C1c1cccc([N+](=O)[O-])c1 (configuration not stated) | 2 | -4 | -0.2 | 16 | -0.8 | ? | 6 | -1.2 | -1.6
Cc1ccc(S(=O)(=O)/N=C2\C(=O)c3ccccc3C([O-])=C2n2cc[n+](CCC(C)C)c2)cc1 | -8 | · | · | -3 | 2.6 | -17 | · | 1.2 | -1.6
Cc1occc1C(=O)Nc1nnc(C2CCCCC2)s1 | 2 | 2 | -1.1 | 17 | -1.6 | 2 | 1 | 1.7 | 0.7
COC(=O)CSc1nc(N)c(NC(=O)c2ccc(OC)c(OC)c2)c(=O)[nH]1 | 1 | 0 | 0.0 | -5 | -2.6 | -11 | 11 | -0.5 | -0.5
CCCCN1C(=O)c2ccc(C(=O)N(C)CC(=O)Nc3ccc(OCC)c(OCC)c3)cc2C1=O | 1 | 0 | -1.0 | 6 | -1.6 | -24 | 9 | -0.2 | 0.0
COc1ccc(NS(=O)(=O)c2cc(NC(=O)c3ccc(=O)[nH]c3)ccc2N2CCCC2)cc1 | 0 | 1 | 12 | 8 | -1.5 | -13 | 14 | -1.9 | -1.7
O=[N+]([O-])c1cccc(S(=O)(=O)Nc2ccc(S(=O)(=O)N3CCCC3)cc2)c1 | 1 | -12 | -1.3 | 9 | 1.5 | 2 | 0 | -0.7 | 1.5
CCOC(=O)c1c(C)[nH]c2c1cc(O)c1ccccc12 | 2 | 1 | 1.0 | 9 | 2.1 | -12 | -18 | -0.2 | -0.3
CC(=O)C(CC(=O)N1CCCC1)C(=O)Nc1ccc(Cl)cc1 (configuration not stated) | 1 | -2 | 11 | 6 | -0.7 | -11 | -7 | -0.6 | -4.4
COC(=O)c1cc(=O)n(Cc2ccc3c(c2)OCO3)c(=Nc2ccccc2)s1 | -1 | -2 | 0.3 | -6 | -2.1 | 1 | -1 | 2.1 | -0.3
Cc1ccc(OCCNC(=O)CNC(=O)c2ccc(C)c(C)c2)cc1 | 3 | -4 | -3.0 | 5 | 0.0 | -10 | -2 | -1.7 | -3.1
COC1=CC(=O)c2nc(Cl)ccc2C1=O | 0 | -10 | · | · | 0.2 | -3 | 113* | · | 0.5
N/C(=N\OC(=O)c1cc(-c2ccccc2)nc2ccccc12)c1ccccn1 | -1 | 6 | · | -1 | -2.9 | -6 | -8 | 0.9 | 0.4
COCCCn1c(-c2ccccc2Cl)n[nH]c1=S | -1 | 7 | 1.7 | 11 | -0.9 | -1 | -4 | -2.8 | 0.1
COc1cccc(-n2c(SCC(N)=O)nnc2-c2ccncc2)c1 | 0 | 6 | 2.3 | 3 | -2.2 | -2 | -3 | 0.4 | 0.5
CCOC(=O)c1ccc(NC(=S)Nc2cccc(C)n2)cc1 | -5 | -5 | -1.2 | 23 | -3.1 | -1 | -1 | 0.1 | 0.9
FC(F)(F)c1ccc(CN2C[C@@H]3C(c4ccc(Cl)nc4)C4(c5ccccc5)CC3(C4)[C@H]2c2ccccc2)cc1 (some centres not stated) | -2 | 1 | -1.7 | 9 | -1.9 | -8 | -9 | -0.2 | -0.1
O=C(Cn1ccc(C(F)(F)F)n1)NNC(=O)c1ccco1 | 0 | 9 | -0.4 | 1 | · | 4 | 1 | 1.3 | 0.5
Cc1cc2cc(OCC(=O)O)ccc2n1C | 0 | -3 | 0.2 | 3 | -1.2 | 3 | -5 | 5.2 | -0.5
Cc1c(C#N)c(N)nc2c3c(sc12)NC(=O)CC3c1ccc(Cl)cc1 (configuration not stated) | 20 | 14 | · | 8 | -3.3 | -2 | -9 | -0.3 | -0.5
C=C(C)COc1ccc(-c2ncncc2Oc2ccc(OC)cc2)c(O)c1 | -7 | 6 | -0.7 | 3 | -3.1 | -19 | 13 | 2.2 | -0.2
Cc1cc(C)c(C)c(S(=O)(=O)Nc2cccc(-n3cnnn3)c2)c1C | 1 | 1 | · | -5 | -2.1 | -5 | 5 | 1.0 | -1.0
COc1cc(C2/C(=C(/O)c3ccc(F)cc3)C(=O)C(=O)N2CCCC(=O)O)ccc1O (configuration not stated) | 0 | -3 | -1.7 | 8 | -0.9 | -11 | -1 | 0.4 | -4.6
NC(=O)c1ccc(NC(=O)CCCN2C(=O)c3ccccc3C2=O)cc1 | -1 | -3 | 0.0 | -7 | -4.1 | -2 | -4 | 1.4 | -0.6
O=C(NCCCN1CCN(Cc2ccccc2)CC1)C1CCN(S(=O)(=O)N2CCC3(CC2)OCCO3)CC1 | 0 | 7 | · | 0 | -1.9 | 23 | -2 | 1.0 | -4.6
CCn1c(CSc2ncn[nH]2)nc2cc(C(=O)O)ccc21 | -2 | 2 | · | -1 | -1.1 | -2 | -7 | -1.9 | 0.8
CCN(CC)CCNC(=O)C(Oc1ccccc1)Oc1ccccc1 | -1 | -11 | 2.6 | -4 | -1.3 | 0 | 2 | 0.2 | -2.2
COCC1CCCCN1C(=O)C1CCN(c2nc(-c3ccccc3)nc3c2CCC3)CC1 (configuration not stated) | 0 | -3 | -0.3 | -3 | -1.6 | 4 | 10 | -0.4 | 0.1
Cc1cccc(C2c3[nH]c4ccccc4c3CCN2C(=O)c2cc(C(C)C)nc(N)n2)n1 (configuration not stated) | -2 | -2 | · | -7 | -4.8 | -1 | 8 | -0.4 | 0.3
O=C(c1ccccc1)N1CCN(c2nc3ccc([N+](=O)[O-])cc3s2)CC1 | -4 | -1 | · | 11 | -1.1 | 1 | -14 | 0.4 | 0.4
CCCCNC(=O)C1(C)CCCCCN1Cc1cccc2c(OC)cc(C(=O)OCC)cc12 (configuration not stated) | -2 | -2 | 3.3 | 3 | -2.4 | 2 | 13 | · | -0.3
COCc1nnc(NC(=O)CS(=O)(=O)c2ccc(C)cc2)s1 | -2 | -5 | -1.5 | 12 | -0.5 | -19 | -18 | -0.1 | -0.5
COc1ccc(/C=C/C(=O)Oc2ccc(/C=N/NC(=O)c3ccccc3)cc2)cc1OC | 6 | -3 | -0.5 | 25 | -1.3 | 7 | 2 | 0.7 | 1.5
COc1ccccc1N(CC(=O)Nc1ccc(C)cc1Cl)S(=O)(=O)c1cccs1 | -2 | -1 | · | 7 | -8.9 | 3 | 1 | -0.5 | -0.2
CCCNC(=O)C(Cc1ccccc1)NC(=O)c1ccccc1 (configuration not stated) | -2 | 7 | -1.2 | 7 | -5.5 | 3 | 13 | -0.3 | -0.1
COc1cccc(C(=O)NCC(=O)NCc2cc(=O)n(C)c(=O)n2C)c1OC | 0 | -2 | -1.2 | -1 | -3.4 | 10 | 11 | -1.8 | 0.1
O=C(NCc1nc2ccccc2[nH]1)C1=C[C@H](c2coc3ccccc3c2=O)C[C@H](OCCCCO)O1 | 3 | 2 | 1.6 | 14 | -0.8 | -7 | 1 | 0.5 | -0.6
CC(=O)c1ccc(CC2SC(N)=NC2=O)cc1 (configuration not stated) | 0 | -5 | -1.1 | -11 | -2.3 | ? | -3 | -0.4 | -3.2
CC(=O)Nc1ccc(SCC(=O)c2ccc(Br)s2)cc1 | -3 | 5 | 9.4 | 11 | -16 | 5 | 1 | -1.6 | 2.0
CCOC(=O)COc1cc(OCC(=O)OCC)c2c(=O)cc(-c3ccccc3)oc2c1 | 39* | -3 | 1.5 | 0 | -5.5 | 3 | -15 | -1.6 | 0.5
Cc1cc(Br)cn2c(CC(=O)N3CCCCC3)c(-c3ccc(F)cc3)nc12 | · | 0 | · | · | · | -13 | 4 | · | -0.1
COc1ccc(NC(=O)c2ccccc2Cl)c(NC(=O)c2ccco2)c1 | -1 | -4 | 0.5 | 6 | · | -3 | 8 | · | -1.8
CCc1nnc(NS(=O)(=O)c2ccc(NC(=S)NC(=O)c3ccccc3)cc2)s1 | 0 | -4 | · | 14 | -1.2 | -6 | 1 | 2.7 | -1.1
COc1cc(C(=O)Nc2cccc(-c3nc4cc(C)ccc4o3)c2C)cc(OC)c1OC | -2 | 1 | 1.4 | 5 | -3.6 | 5 | -1 | 0.3 | 0.3
O=C(CSc1ccc2c(c1)OCCO2)NC(=O)Cc1ccccc1 | 1 | -4 | 0.1 | 1 | -0.1 | -10 | -5 | 0.1 | -1.0
COC(=O)c1ccccc1NC(=O)NCC1CCCO1 (configuration not stated) | 6 | 13 | -2.5 | 5 | -2.8 | -1 | 12 | -0.1 | 0.5
Cn1c(=O)c2c(nc(CN3CCN(C(=O)c4ccco4)CC3)n2CC(=O)C(C)(C)C)n(C)c1=O | 2 | 4 | -0.1 | -3 | 0.8 | 1 | -11 | 0.6 | -2.2
COc1cccc(C2C=C(c3ccc(Br)s3)Nc3ncnn32)c1OC (configuration not stated) | -4 | · | -7.1 | 14 | -5.3 | 2 | · | -2.8 | 0.4
COc1ccc(C(=O)N(C)C2CCCCC2)cc1S(=O)(=O)N1CCOCC1 | 1 | 3 | -0.4 | -1 | -2.9 | 5 | -17 | 1.2 | 1.5
O=C(NCN1CCCCC1)c1cccnc1 | -1 | -3 | -0.4 | 1 | -0.4 | 1 | 0 | 0.5 | 0.4
COc1ccc(C(=O)Nc2cccc(C(=O)N3CCN(C)CC3)c2)cc1 | -2 | -5 | 16 | 11 | -3.9 | -8 | 5 | -0.1 | 0.4
CC(=O)NC(c1ccc(N(C)C)cc1)c1cc(Cl)c2cccnc2c1O (configuration not stated) | 0 | 12 | -1.7 | 15 | -0.3 | -8 | -1 | · | -0.5
CCc1ccc(N2CC(C(=O)N3CCCCCC3)CC2=O)cc1 (configuration not stated) | 3 | 10 | 0.1 | 5 | -0.2 | 1 | 11 | -0.8 | -2.2

Next part:
Compound | FBA Mtb inh | PrPC surface inh | BioA inh | GDH-TPI counter | FadD28 FP inh | BoNT-F LC inh | CCHFV vOTU inh | UGM FP inh | BoNT-A LC inh2
c1ccc2c(c1)CCN(Cc1nnnn1Cc1ccc3c(c1)OCO3)C2 | 2 | -3 | 3.6 | -5 | -4.9 | -5 | 8 | 4.0 | -0.4
CNc1ccc(/C=C2\COc3ccccc3C2=O)cc1[N+](=O)[O-] | 0 | -1 | -0.7 | 0 | -1.3 | 8 | 0 | 1.7 | 0.0
CC(=O)Oc1ccc(OC(C)=O)c(S(=O)(=O)c2ccc(C)c(C)c2)c1 | -2 | 4 | -0.7 | 4 | -0.2 | -47 | -4 | 0.7 | -32
COc1cccc(C(=O)NCc2ccc(-c3nc4ccccc4s3)cc2)c1 | 1 | -7 | · | 12 | 0.4 | -3 | 11 | -0.6 | -0.1
COc1ccc(-c2oc3ncn4nc(Cc5ccccc5)nc4c3c2-c2ccc(OC)cc2)cc1 | 0 | -2 | -2.6 | 2 | 0.4 | 6 | -16 | 2.7 | 1.2

Source: PubChem BioAssay
